# RBBP9 inhibitor = inhibitors of human serine hydrolase RBBP9; O75884; recombinant RBBP9, FP-Rh probe fluorescence polarization; inhibition, % at 7.94 µM; 0.2% of 220,000 active;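 active = inhibition above the campaign mean of all tested compounds plus 3 SD, cut at about 14% in these data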;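 also: plate controls were DMSO wells with RBBP9 for no effect and wells lacking RBBP9 protein for full effect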
# Target sequence (O75884 whole entry, looked up): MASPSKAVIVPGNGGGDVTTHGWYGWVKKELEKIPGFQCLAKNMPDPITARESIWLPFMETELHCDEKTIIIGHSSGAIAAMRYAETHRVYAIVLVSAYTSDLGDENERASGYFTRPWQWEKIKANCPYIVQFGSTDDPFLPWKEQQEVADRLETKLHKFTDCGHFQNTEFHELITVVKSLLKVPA
#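 System: RBBP9 protein / Quantity: 2.5 µM RBBP9 dispensing solution, before mixing / Also added: Serine-hydrolase probe FP-Rh, 375 nM pre-mixing / Dosing: 7.94 µM single dose, 0.794% DMSO / Timing: enzyme-compound preincubation 30 min, then probe labeling 45 min, 25 °C / Signal: FP readout at 525/598 nm / Controls: DMSO-treated enzyme wells and wells lacking RBBP9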
# EBV gp42 inh = EBV gp42 inhibition. Fluorescence polarization binding assay, mP read-out. 0.42% of 220,000 active. AID 1085. Q1HVG2. inhibition, % (tested at 21.74 µM); in the data active = inhibition above about 50%
# Target sequence (Q1HVG2 whole entry, looked up): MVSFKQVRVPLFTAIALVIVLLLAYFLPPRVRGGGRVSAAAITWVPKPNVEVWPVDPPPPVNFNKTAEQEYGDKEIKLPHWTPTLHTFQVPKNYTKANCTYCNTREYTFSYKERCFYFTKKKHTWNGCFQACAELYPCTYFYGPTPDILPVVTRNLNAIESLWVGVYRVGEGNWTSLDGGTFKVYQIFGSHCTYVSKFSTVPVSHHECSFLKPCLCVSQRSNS
# p97 inhibitor = inhibitors of human p97 ATPase | recombinant p97 ATPase, Kinase-Glo ATP luminescence, 3 h | inhibition, % at 8 µM | 0.42% of 220,000 active; in the data active = inhibition above about 15%;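 also: 0% = DMSO vehicle and 100% = wells lacking enzyme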
# Runt-SMMHC FRET = Runt domain-CBFb-SMMHC interaction inhibition; inhibition, % at 20 µM; Q01196+Q13951; AID 1434; Cerulean-Runt/Venus-CBFb-SMMHC FRET ratio 530/480, 1 h; 0.74% of 220,000 active;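 active = mean inhibition across duplicate retests at 20 µM reaching about 50%, limit read from the data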;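 also: 0% = DMSO wells and 100% = wells with excess untagged CBFb-SMMHC; inhibitors lower the FRET ratio by blocking Runt binding to CBFb-SMMHC; some results filed as inactive read as strong as hits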
# Furin inh = blocks human furin protease activity; purified furin, fluorogenic substrate cleavage; AID 463115; P09958; 0.061% of 220,000 active; inhibition, % at 30 µM; in the data active = inhibition above about 25%; also: inactives centre near -15
# Target sequence (P09958 108-714 limits assumed): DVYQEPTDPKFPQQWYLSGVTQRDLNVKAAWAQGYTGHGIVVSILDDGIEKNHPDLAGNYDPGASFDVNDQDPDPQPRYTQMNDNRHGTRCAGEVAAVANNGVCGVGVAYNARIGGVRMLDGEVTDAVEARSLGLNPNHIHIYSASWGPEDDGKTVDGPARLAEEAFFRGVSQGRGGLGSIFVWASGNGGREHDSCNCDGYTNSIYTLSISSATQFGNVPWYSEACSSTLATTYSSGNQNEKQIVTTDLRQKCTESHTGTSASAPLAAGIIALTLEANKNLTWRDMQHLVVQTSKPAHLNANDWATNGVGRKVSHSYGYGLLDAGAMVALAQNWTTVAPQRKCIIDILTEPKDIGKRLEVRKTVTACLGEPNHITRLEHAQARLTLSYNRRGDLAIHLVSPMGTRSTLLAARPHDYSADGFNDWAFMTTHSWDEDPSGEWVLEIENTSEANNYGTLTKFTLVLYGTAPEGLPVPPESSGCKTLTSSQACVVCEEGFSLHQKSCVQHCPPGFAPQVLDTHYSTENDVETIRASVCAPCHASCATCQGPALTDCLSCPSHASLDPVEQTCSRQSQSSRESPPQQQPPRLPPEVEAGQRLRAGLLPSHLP
# Calpain2 inh = calpain II (pig) inhibition | 0.37% of 220,000 active | inhibition, % at 16 µM | purified calpain II, fluorogenic peptide substrate, 30 min;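 active = inhibition above about 50%, limit read from the data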
# Tb hexokinase = blocks Trypanosoma brucei hexokinase 1 activity | recombinant TbHK1, G6PDH-coupled NADH A340 | 0.11% of 220,000 active | AID 1430 | inhibition, % at 10 µM;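 active = inhibition of 50% or more in the single-dose primary screen; inactive = inhibition below 50%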
# NCF1 inh = p47phox (human) inhibition; P14598; p47phox/p22phox peptide binding, fluorescence polarization, 2 h; inhibition, % at 24.7 µM; 0.53% of 220,000 active;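 active = inhibition above about 30%, limit read from the data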;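 also: 0% = p47phox with labelled peptide and 100% = labelled peptide alone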
# Runt-CBFb FRET = Runt domain-CBFb interaction inhibition. AID 1496. inhibition, % at 20 µM. Q01196+Q13951. 0.46% of 220,000 active. Cerulean-Runt/Venus-CBFb FRET ratio 530/480, 1 h;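 active = inhibition over about 50% at 20 µM in the single-dose screen, limit read from the data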;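 also: 0% = DMSO wells and 100% = excess unlabeled CBFb competitor control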
#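 Assay system: Cerulean-tagged RUNX1 Runt domain (FRET donor) fusion protein / Amount: 100 nM each of Venus-CBFb and Cerulean-Runt domain / Medium: Tris buffer pH 7.5 with salts and BSA / Also added: Venus-CBFb 100 nM / Schedule: 1 h complex formation plus 1 h compound treatment, room temperature / Signal: FRET fluorescence / Read-out: loss of energy transfer signal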
# The depositor's hits bear a star; i = inactive; x = not tested or not shown; [ ] = dose if it differs, or a comment.
# The first 4 entries, to show the layout:
SMILES,RBBP9 inhibitor,EBV gp42 inh,p97 inhibitor,Runt-SMMHC FRET,Furin inh,Calpain2 inh,Tb hexokinase,NCF1 inh,Runt-CBFb FRET
O=C(O)c1oc2ccccc2c1CSc1ccccn1,-5.8,-5.6,2.3,-6.9,-16.4,-6.6,-0.5,-5.5,-0.7
COc1ccc(C(C(=O)NCC2CCCO2)N(C(=O)CNC(=O)c2cccs2)c2ccc(C(C)=O)cc2)cc1OC (stereo not given),-5.8,9.0,1.8,-0.5,-11.4,-25.9,0.4,-2.3,-0.3
O=C1c2ccccc2C(=O)N1CCSc1ncn[nH]1,-6.0,-8.8,2.6,-5.8,-24.8[20 µM],-17.7,11.4,-7.3,1.0
CN(C)c1ccc(CNC(=O)C2CCN(S(=O)(=O)c3ccc4c(c3)CCC(=O)N4)CC2)cc1,-6.5,-22.7,-3.7,-3.9,-11.5,-2.5,-5.1,-2.5,5.2

# Results, repeating the preview:
SMILES,RBBP9 inhibitor,EBV gp42 inh,p97 inhibitor,Runt-SMMHC FRET,Furin inh,Calpain2 inh,Tb hexokinase,NCF1 inh,Runt-CBFb FRET
O=C(O)c1oc2ccccc2c1CSc1ccccn1,-5.8,-5.6,2.3,-6.9,-16.4,-6.6,-0.5,-5.5,-0.7
COc1ccc(C(C(=O)NCC2CCCO2)N(C(=O)CNC(=O)c2cccs2)c2ccc(C(C)=O)cc2)cc1OC (stereo not given),-5.8,9.0,1.8,-0.5,-11.4,-25.9,0.4,-2.3,-0.3
O=C1c2ccccc2C(=O)N1CCSc1ncn[nH]1,-6.0,-8.8,2.6,-5.8,-24.8[20 µM],-17.7,11.4,-7.3,1.0
CN(C)c1ccc(CNC(=O)C2CCN(S(=O)(=O)c3ccc4c(c3)CCC(=O)N4)CC2)cc1,-6.5,-22.7,-3.7,-3.9,-11.5,-2.5,-5.1,-2.5,5.2
COc1ccc(S(=O)(=O)Cc2ccc(C(=O)N3CCN(Cc4ccccc4)CC3)o2)cc1,1.0,4.6,2.8,4.7,-27.7,7.2,0.5,6.8,3.1
O=C(O)C/C(=C\c1ccc(Cl)cc1)c1nc2ccccc2o1,3.8,-5.8,0.9,-2.7,-12.3,-15.8,-16.8,-9.9,0.2
CN1CCN(c2ccc(NC(=O)c3ccc4c(c3)[nH]c(=O)n4Cc3ccc(F)cc3)cc2)CC1,-6.9,6.4,1.0,1.9,-13.7,-2.0,-2.2,-4.2,-0.1
Cc1cc(NC(=O)c2ccccc2O)nc(C)n1,-3.3,-1.6,3.0,-1.7,-26.6,-5.7,-9.4,-5.4,2.6
O=C(/C=C/c1ccc(Cl)cc1Cl)Nc1cccc(S(=O)(=O)NC2=NCCC2)c1,-32.7,-4.0,4.5,-9.1,-29.1,-80.3,-4.0,-19.7,-11.2
CCN(CC)S(=O)(=O)c1ccc(NS(=O)(=O)c2ccc(F)cc2)cc1,-4.4,-15.6,-3.0,-2.3,-7.1[20 µM],-31.0,-4.7,-21.5,2.2
CCn1c(Cc2c(C)[nH]c3ccccc23)n[nH]c1=S,2.1,-12.9,4.8,-1.5,-18.3[20 µM],8.1,6.4,1.5,2.2
CC(C)c1cc(C(N)=O)c(NC(=O)c2cccc(COc3ccc(Cl)cc3)c2)s1,-8.1,-9.7,-0.8,0.2,-10.0[20 µM],-237.8,-22.9,-39.5,3.6
CCCCCCCc1n[nH]c(=S)n1Cc1ccccc1,4.0,-1.3,-4.7,5.9,-39.8,-2.4,1.8,-7.7,0.2
Cc1c(S(=O)(=O)N2CCN(C(c3ccccc3)c3ccccc3)CC2)c(=O)n(C)c(=O)n1C,-11.6,-7.2,2.6,-1.2,-32.6,-11.9,-18.2,-3.0,-3.1
O=C(c1ccc(Cn2cc(Br)cn2)o1)n1cccn1,-18.7,-14.2,1.2,3.2,-1.3[20 µM],12.1,8.9,1.1,-0.6
CS(=O)(=O)N1CCN(c2ccc([N+](=O)[O-])c(NCCN3CCOCC3)c2)CC1,-2.9,-10.2,2.2,-3.1,-2.9,20.4,-7.5,144.5*,-2.8
CCC(C)NS(=O)(=O)c1ccc(S(=O)(=O)N(CCc2ccc(OC)c(OC)c2)Cc2cccs2)cc1 (stereo not given),-16.1,0.1,-7.9,-4.8,-0.9,43.3,-2.4,-24.8,0.1
COc1ccc(/C=N/n2c(=O)[nH]c3c([nH]c4ccc(Cl)cc43)c2=O)cc1CN1CCCCC1,2.5,-13.4,5.8,-4.0,-19.4,-7.1,1.1,0.1,-3.4
COc1cccc(-c2nc(-c3ccc(Br)o3)no2)c1,5.2,-17.5,10.1,-5.6,-25.9,16.2,-3.0,-5.9,0.9
CC(C)c1ccc(-c2c(C#N)c(N)nc(SCC(=O)N3CCCCC3)c2C#N)cc1,-6.1,3.4,5.3,-2.1,-21.2[20 µM],25.5,-28.3,-3.3,2.8
C=CCn1c(SC)nnc1-c1ccc2ncccc2c1,-3.6,-13.2,-0.8,-0.8,-14.3,-16.0,-9.7,-1.4,1.6
Cc1csc2ncnc(NNC(=O)c3ccc(Cl)cc3)c12,8.5,-18.4,8.8,-2.3,-20.1,11.8,-13.6,-4.1,1.4
FC(F)c1nc2ccccc2[nH]1,-4.7,-7.2,4.5,1.4,-34.2,-24.6,2.2,-1.0,2.7
CCOC(=O)N1CCC(N2C(=O)c3ccccc3C2Nc2ccc(S(=O)(=O)N3CCCCC3)cc2)CC1 (stereo not given),-10.3,2.3,-3.0,0.8,-17.0,-140.1,1.5,7.1,-5.2
CCCCc1cc(=O)oc2cc(OS(C)(=O)=O)ccc12,-7.5,3.1,-0.5,0.8,-16.8,-130.0,-2.7,2.1,-2.2
# Next records follow.
SMILES,RBBP9 inhibitor,EBV gp42 inh,p97 inhibitor,Runt-SMMHC FRET,Furin inh,Calpain2 inh,Tb hexokinase,NCF1 inh,Runt-CBFb FRET
Cc1cc(C)c(NC(=O)CSc2nc3ccc(N4C(=O)c5ccccc5C4=O)cc3s2)c(C)c1,-5.6,-6.6,0.8,2.4,-35.9,17.9,12.4,-7.4,x
Cc1ccc(S(=O)(=O)N2CCN(C(=O)Cc3ccccc3)CC2)cc1,-1.4,-5.2,-6.9,-2.4,-15.1[20 µM],11.6,-2.8,-7.5,-1.8
N#Cc1ccc(S(=O)(=O)N2CCCN(c3ccc(C(F)(F)F)cn3)CC2)cc1,7.4,-12.3,1.8,-1.5,-8.3,4.7,-4.8,6.0,0.5
CCNC(=O)c1cc2c(=O)n3cccc(C)c3nc2n(CCc2ccccc2)c1=N,4.1,-13.8,5.5,62.0*,-80.2[20 µM],i,6.1,6.1,16.6
Cc1ccc(NC(=O)CSCC(=O)O)c(C)c1,5.4,-11.6,4.5,3.3,-22.6,-25.9,3.4,-3.4,-0.4
O=C(c1nn2c(C(F)(F)F)cc(-c3ccco3)nc2c1Br)N1CCCc2ccccc21,-3.8,-7.0,-0.7,-10.3,-3.9,-86.4,6.1,-24.8,13.0
COc1cc(C(C[N+](=O)[O-])c2c(N)n(C)c(=O)n(C)c2=O)ccc1O (stereo not given),1.5,-13.1,3.7,0.8,-26.9,-15.8,-3.5,-8.5,3.5
S=c1[nH]c(-c2ccccc2)cn1/N=C/c1ccncc1,-8.4,-1.2,4.8,24.9,-14.1,-11.8,-6.4,-2.1,8.7
N#Cc1ccc(NC(=O)c2cc(=O)c3ccccc3o2)cc1,1.9,-11.8,8.5,0.2,-26.9,-59.6,0.8,-1.0,-1.3
CCN(CC)S(=O)(=O)c1ccc(N2CCN(CCO)CC2)nc1,-6.9,-7.1,3.2,2.4,-18.5,-6.7,-8.4,1.4,-0.4
O=C(Nc1ccc(N2CCCCC2)c(Cl)c1)c1ccc(N2CCOCC2)c([N+](=O)[O-])c1,-2.7,1.4,12.8,-14.6,-15.9,32.2,-17.8,-10.0,-6.3
Cc1cccc(N2CCN(C(=S)NC3CCCCC3)CC2)c1C,3.2,-12.7,5.5,-8.3,-26.8,4.7,-4.9,3.7,2.3
Cc1cc(NC(=O)CSc2nc3ccccc3c(=O)n2CCCC(=O)NCc2ccccc2)n[nH]1,1.1,-5.7,3.0,-1.6,-5.8[20 µM],14.9,3.6,1.1,-0.7
FC(F)(F)c1cnc(Sc2nnc(-c3cccs3)n2CC2CCCO2)c(Cl)c1 (stereo not given),1.6,-15.5,-2.6,-1.2,-19.2[20 µM],-20.8,-10.3,-4.6,-0.9
CCOC(=O)c1c(C)[nH]c(C)c1C(=O)COC(=O)c1ccc(S(=O)(=O)N(CC)CC)cc1,-6.0,-5.3,-3.2,3.6,-26.4[20 µM],-11.9,-2.9,-6.0,12.0
CCn1c(SCC(=O)NCc2ccc3c(c2)OCO3)nnc1-c1c[nH]c2ccccc12,4.1,-11.9,1.2,0.7,16.9[20 µM],-2.1,2.4,-11.2,-2.9
O=C(O)CN(c1ccccc1)S(=O)(=O)c1cc(C(F)(F)F)cc(C(F)(F)F)c1,-5.1,-18.9,0.8,-1.0,-23.8,-32.6,2.5,-1.4,2.0
Cc1ccc(S(=O)(=O)/C=C/c2ccccc2)cc1,1.9,-1.4,-1.7,0.2,-32.7,2.8,17.3,-17.7,-0.8
Cn1ncc(Cl)c1C(=O)NCc1ccc(Cl)cc1,-3.8,-7.5,2.3,-0.7,-13.0,22.9,2.7,-0.5,0.2
CCOC(=O)C1CCN(S(=O)(=O)c2ccc(NC(C)=O)c(Cl)c2)CC1,0.8,-2.1,-1.4,1.9,-12.2,-10.4,-0.5,-9.7,4.3
O=C1c2cccc3cccc(c23)C(=O)N1CCCN1CCN(c2ccc(F)cc2)CC1,-6.8,-3.1,-4.3,-0.8,-1.3,54.1*,-9.9,-3.2,-3.2
CC(=O)c1cccc(NC(=O)C2CCCN(S(=O)(=O)c3ccccc3)C2)c1 (stereo not given),1.4,4.0,2.8,1.4,-10.2[20 µM],-2.5,2.7,-3.1,1.2
COC(=O)c1sc(NC(=S)NC(=O)c2ccccc2C)nc1C,-7.4,-27.9,1.0,4.5,-25.8,-79.1,-5.6,-18.5,1.8
Cc1ccc(OCC(=O)NNC(=O)c2cc(C)[nH]n2)cc1,1.8,-18.5,6.3,4.1,-11.9,-1.4,41.4,3.8,-1.0
CN(C)CCCn1c(SCC(=O)Nc2sc3c(c2C#N)CCCC3)nnc1-c1ccncc1,-7.9,-1.5,-4.3,3.8,-8.6[20 µM],6.8,-16.4,-12.3,-4.4
# (list continues)
SMILES,RBBP9 inhibitor,EBV gp42 inh,p97 inhibitor,Runt-SMMHC FRET,Furin inh,Calpain2 inh,Tb hexokinase,NCF1 inh,Runt-CBFb FRET
O=C(CSC1=N/C(=C/c2ccc(Cl)c(Cl)c2)C(=O)N1c1ccccc1F)NC1CC1,-6.6,-14.4,5.7,2.9,-28.0,-73.8,3.8,-17.0,-6.7
COc1ccc(C(C)=O)c(OC(=O)c2ccco2)c1,-9.8,12.8,2.9,-2.7,-16.3[20 µM],-3.6,-3.5,-5.4,0.5
O=C(Nc1ccc(NC(=O)c2ccc(S(=O)(=O)c3ccccc3)cc2)cc1)c1ccccc1,-2.2,-28.4,-7.2,-0.3,-3.0[20 µM],21.1,15.4,4.5,-3.5
CNC(=O)CCC(=O)Nc1ccc(C(=O)OC)cc1,-0.2,1.0,6.2,-1.0,-25.6,5.3,3.8,-28.6,-0.1
CCn1c2ccccc2c2cc(/C=N/NC(=O)c3ccccc3C)ccc21,-3.7,11.5,-1.4,-0.6,-19.3,-53.8,-14.4,-8.2,-0.5
S=C(NCc1cccs1)Nc1ccc(Cl)cc1,6.5,-8.3,-1.9,-0.2,-21.1[20 µM],12.3,-3.0,-9.8,0.3
COc1ccc(C(NC(=O)c2cccc(F)c2)c2ccccc2)cc1 (stereo not given),-1.4,-18.9,4.5,-1.2,-14.1,22.9,2.1,-3.8,0.7
